core dimer inh = blocks dimerization of HCV core protein. hit rate 0.33% among 300,000. TR-FRET GST/Flag-core106 dimerization, 1536-well. inhibition, % at 5 µM;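 active means inhibition above the mean of all tested compounds plus 3 SD, set per screening campaign, cut at about 45% in these data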
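Assay system: Tagged HCV core106 pair (GST and Flag) | Buffer or medium: KF-containing HEPES buffer, pH 7.45, DTT, CHAPS, BSA | Also added: Eu donor and XL665 acceptor anti-tag antibodies | Dosing: One concentration, 5 µM, in 0.5% DMSO | Timing: 4 h at 22.5 °C | Technique: TR-FRET 671 and 617 nm emission | Repeats: Singlicate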
CTSL1 counter = counter-screen for PFM18AAP inhibitors: inhibitors of F. hepatica cathepsin L1. recombinant F. hepatica cathepsin L1, Z-Leu-Arg-MCA fluorescence. inhibition, % at 5.96 µM. hit rate 0.49% among 300,000;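 active means inhibition above the mean of all tested compounds plus 3 SD, set per screening campaign, cut at about 17% in these data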;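 further: 0% = plate median of test compound wells and 100% = 1 µM Z-Phe-Ala-diazomethylketone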
Efflux pump inh = blocks antifungal efflux pumps in multiplex yeast assay. S. cerevisiae Candida pump triplex, Nile Red efflux. inhibition, % at 10 µM. hit rate 0.44% among 330,000. AID 485275;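 active means plate passing quality check with inhibition over a set limit, or well fluorescence over plate mean plus 4 SD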;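 further: Nile Red retained in pooled yeast measured as flow cytometry median fluorescence; 0% = buffer negative control and 100% = Enniatin B positive control; higher means more Nile Red kept so more efflux inhibition; some compounds called inactive have numbers as strong as hits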
TPT1 inh = inhibitors of Candida albicans tRNA 2'-phosphotransferase TPT1 | AID 1962 | recombinant caTPT1, FP RNA substrate dephosphorylation | inhibition, % at 5 µM | hit rate 0.81% among 300,000;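 active means inhibition above the mean of all tested compounds plus 3 SD, set per screening campaign, cut at about 24% in these data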;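 further: plate controls were DMSO alone for no effect and ferristatin control at 100 nM for full effect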
proCasp7 act = counter-screen for procaspase-3 activators: activators of human procaspase-7. P55210. recombinant procaspase-7, Ac-DEVD-pNA absorbance 405 nm; D23A/D198A/D206A triple mutant, cannot self-cleave; scale: DMSO 0, 5 µM enzyme 100. activation, % at 8.5 µM. hit rate 0.093% among 330,000. AID 463210;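 active means percent activation above the screen-wide mean plus 3 SD, cut at about 25% in these data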
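Detection: p-Nitroaniline absorbance at 405 nm, read at 0 and 120 min; system: Uncleavable procaspase-7 mutant enzyme; evaluation: % activation from two-timepoint absorbance difference, scaled to controls; times: 1 h enzyme–compound preincubation and 2 h substrate reaction, both 25 °C; buffer or medium: Zinc-free HEPES pH 7.4 with 300 mM NaCl, 0.01% Triton X-100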
JMJD2C inh = inhibitors of human GASC-1 (JMJD2C) demethylase. GST-JMJD2C(1-420) H3K9me3 demethylation, DELFIA europium. inhibition, % at 2.35 µM. hit rate 0.069% among 330,000. AID 2099;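 active means more than half of a compound's replicate wells show inhibition beyond 50%, single wells judged on their own value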;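 further: signal counts dimethyl H3K9 product captured on neutravidin plate; 0% = median of DMSO wells and 100% = 0.3 times that DMSO median; strong numbers were not always called active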
PP1 counter = counter-screen for PP5 inhibitors: inhibitors of human PP1-alpha | P62136 | purified PP1alpha, OMFP fluorescence | inhibition, % at 6.7 µM | hit rate 0.9% among 320,000 | AID 2235;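 active means inhibition above the mean inhibition of all tested compounds plus 3 SD, computed separately for each screening campaign, cut at about 15% in these data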
proCasp3 act = activators of human procaspase-3. AID 463141. hit rate 0.11% among 330,000. recombinant procaspase-3 D3A, Ac-DEVD-pNA absorbance 405 nm. P42574. activation, % at 8.5 µM;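 active means activation above the mean of all tested compounds plus 3 SD, cut at about 21% in these data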;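 further: 0% = DMSO alone and 100% = DMSO wells spiked with extra 5 µM PC-3 D3A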
Target sequence (P42574 whole entry D9A/D28A/D175A): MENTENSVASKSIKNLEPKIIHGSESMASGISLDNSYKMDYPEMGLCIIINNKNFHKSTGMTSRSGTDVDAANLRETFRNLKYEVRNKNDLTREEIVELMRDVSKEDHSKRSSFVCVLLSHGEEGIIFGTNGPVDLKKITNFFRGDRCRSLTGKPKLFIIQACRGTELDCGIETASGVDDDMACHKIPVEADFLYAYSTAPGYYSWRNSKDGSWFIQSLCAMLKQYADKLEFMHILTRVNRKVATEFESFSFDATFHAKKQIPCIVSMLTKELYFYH
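Test system: Procaspase-3 D3A mutant, all three cleavage aspartates alanine | Dosing: Single dose, 8.5 µM nominal compound, 0.8% DMSO | Schedule: 1 h preincubation, 2 h reaction | Technique: 405 nm absorbance of p-nitroaniline, reads at 0 and 120 min | Repeats: One well per compound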
PP5 primary = PP5 (human) phosphatase inhibition. purified PP5c, OMFP substrate fluorescence. inhibition, % at 6.7 µM. hit rate 0.18% among 320,000. AID 1987;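 active means inhibition above the campaign's mean inhibition across all tested compounds plus 3 SD, cut at about 9.5% in these data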;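 further: 0% = DMSO only and 100% = 100 µM cantharidin control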
Target sequence (P53041 whole entry, looked up): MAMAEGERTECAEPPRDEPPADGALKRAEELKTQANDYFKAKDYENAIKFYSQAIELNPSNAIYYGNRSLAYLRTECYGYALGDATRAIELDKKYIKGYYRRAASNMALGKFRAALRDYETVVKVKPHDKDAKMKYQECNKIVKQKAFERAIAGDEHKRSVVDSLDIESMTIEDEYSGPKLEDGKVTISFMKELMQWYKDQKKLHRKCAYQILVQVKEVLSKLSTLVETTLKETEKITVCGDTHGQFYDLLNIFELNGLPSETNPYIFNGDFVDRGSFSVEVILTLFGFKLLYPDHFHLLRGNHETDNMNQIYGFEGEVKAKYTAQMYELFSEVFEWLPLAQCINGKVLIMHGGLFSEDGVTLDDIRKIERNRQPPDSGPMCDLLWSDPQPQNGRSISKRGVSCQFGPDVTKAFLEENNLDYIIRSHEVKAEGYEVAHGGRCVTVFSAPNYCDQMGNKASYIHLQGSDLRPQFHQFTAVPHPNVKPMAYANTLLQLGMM
The depositor's hits bear a star; nt = not tested or not shown.

SMILES	CTSL1 counter	TPT1 inh	JMJD2C inh	PP1 counter	PP5 primary	proCasp7 act	core dimer inh	proCasp3 act	Efflux pump inh
Cc1ccc2nc(/C(C#N)=C\c3ccc(Oc4ccc([N+](=O)[O-])cn4)cc3)[nH]c2c1	-8.1	10.6	12.2	5.7	3.0	-13.8	24.6	-14.4	0.2
CCCCOC(=O)n1c(=S)oc2cc(Cl)ccc21	-1.5	0.5	1.1	-3.6	0.9	3.3	19.4	-0.7	-0.2
COc1ccc(OC)c(NC(=O)c2cc(S(=O)(=O)N(C)C)ccc2N2CCCC2)c1	2.1	-1.3	0.1	-5.8	-0.7	3.3	5.1	-7.3	0.1
COc1ccccc1NC(=O)C1CCN(S(=O)(=O)c2cccc3nonc23)CC1	-0.6	0.1	-1.6	-0.7	1.1	-5.0	-15.6	2.2	-0.1
O=C(O)/C(=C\c1ccco1)NC(=O)c1cccc2ccccc12	1.1	-2.3	-2.6	3.5	3.4	1.8	0.4	2.9	0.1
Cc1ccc(-c2nnc(CSc3nncn3N)o2)cc1	-0.2	-0.8	-21.7	2.1	0.4	10.1	-3.7	4.3	-0.2
O=C(N/N=C/c1ccsc1)c1ccc2ccccc2n1	2.5	-1.3	7.8	-2.4	-0.2	-9.5	3.5	2.0	0.0
CC(=O)c1cnc2c(-c3ccccc3)c(C(F)(F)F)nn2c1C	-0.7	2.4	9.9	0.3	0.9	-2.2	4.4	-2.9	0.0
COc1ccc(-n2c(SCC(=O)c3c(N)n(C)c(=O)n(C)c3=O)nc3ccccc32)cc1	-0.5	0.9	nt	-5.2	-0.6	6.9	6.0	-0.2	0.1
CCN(CC)C(=O)C(=O)c1cn(CC(=O)NCc2ccc3c(c2)OCO3)c2ccccc12	2.4	-0.5	-2.3	3.8	0.3	-0.1	-12.6	-1.9	0.3
COc1cc(C)c(CN2CCN(C(C)C(=O)NC(C)c3ccccc3)CC2)cc1OC (stereo unspecified)	-2.6	2.2	1.4	-3.1	0.9	3.3	4.8	-9.2	0.1
NC(=O)NOCc1c(F)cccc1Cl	1.4	-0.3	-5.4	-1.1	0.1	-6.9	-2.5	-96.5	0.0
COc1ccc(-c2sc3cc4c(cc3c2C#CC2(O)CCCCC2)OCO4)cc1	nt	nt	7.3	-2.8	0.3	8.2	nt	7.2	0.1
CC(C)OCCCNC(=O)C1CCN(S(=O)(=O)N2CCCC2)CC1	0.3	0.7	8.9	-3.0	-2.6	10.2	-6.3	5.5	0.0
Cc1ccc(NC2=NCC(=O)N2Cc2ccc3c(c2)OCO3)cc1	-1.1	-0.1	7.2	-2.4	-1.2	5.9	-9.8	4.4	0.0
N#CCC(=O)N/N=C/c1cccc(Oc2ccccc2)c1	2.0	-2.8	0.0	-0.3	4.4	1.5	0.4	-7.0	-0.1
Cc1ccc(-n2nnnc2SCC(=O)Nc2sc(C)c(C)c2C#N)cc1C	2.6	2.0	11.0	-1.3	1.9	5.3	-8.9	1.1	0.0
Cc1cccc(N(CC(=O)NC(C)(C)C)C(=O)CS(=O)CC(=O)Nc2ccc(F)cc2)c1 (stereo unspecified)	4.7	-1.6	5.5	-0.6	2.2	7.5	-4.1	3.2	0.0
O=C(COC(=O)Cc1ccccc1F)NNC(=O)c1ccc(Cl)cc1	-11.2	-1.1	-0.1	-4.6	-0.5	-1.8	-7.0	10.8	-0.1
CCOC(=O)[C@H]1[C@H]2COc3ccc(Cl)cc3[C@@H]2N2C(=O)CN(Cc3ccc(C)cc3)C(=O)[C@@]12C	nt	nt	4.3	2.7	2.7	14.7	nt	4.6	0.3
COc1ccccc1C(=O)N1CCN(C(=O)c2ccncc2)CC1	-2.2	-1.7	7.8	-1.7	2.8	13.8	-4.5	-2.0	-0.1
C=CCSc1nc(O)c(CC)c(=O)n1C(C)CC (stereo unspecified)	4.0	0.1	-3.4	-0.2	0.9	1.9	-0.8	3.2	0.0
CN1C(=O)N(C)C2C1N(C)S(=O)(=O)N2C (stereo unspecified)	0.2	0.1	2.6	-2.5	3.0	20.3	10.8	-1.4	0.1
Oc1c(C(c2ccc(Cl)cc2)N2CCCC2)cc(Cl)c2cccnc12 (stereo unspecified)	3.7	-2.0	-8.3	24.6*	5.4	-0.7	-1.1	3.6	-0.1
O=C(CSc1ccc(-c2nc3ccccc3[nH]2)cn1)Nc1ccc2c(c1)OCCO2	1.3	-0.8	0.8	2.2	0.7	0.2	5.0	0.2	-0.1
Oc1ccc2oc3c(c2c1/C=N/n1cnnc1)CCCC3	-2.9	-4.1	-7.1	0.1	5.5	-11.5	5.4	0.9	0.3
CCCNc1nc(C)cc(-c2cc(-c3ccc(Cl)cc3)on2)n1	1.3	0.1	1.1	-3.6	3.4	-7.1	-1.2	-5.9	0.1
CC(C)OCCCn1c(=O)c2ccccc2n2c(CCC(=O)O)nnc12	-1.8	-2.7	28.4	-0.9	3.7	-11.1	-2.8	2.4	-0.1
CN(C)CCCN(Cc1ccc2c(c1)OCO2)C(=O)NC1CCCCC1	4.7	-0.1	-3.0	-4.2	-0.5	0.7	4.0	3.0	0.0
CCOCc1c(C(=O)OCC(=O)/C(C#N)=C(\C)N)oc2ccccc12	-1.1	-2.3	-2.6	-3.1	-0.2	6.1	2.8	1.1	-0.1
O=[N+]([O-])c1cccc(-c2ccc(CN3CCN(c4ccccc4)CC3)o2)c1	0.7	-0.3	-1.7	0.1	4.3	-4.2	6.2	22.8*	0.0
CCCn1nnc(NC(=O)c2ccccc2Cl)n1	-1.1	1.4	-7.0	-3.7	0.4	6.9	-5.4	0.7	-0.1
CCCCN(C)C(=O)CCC(=O)Nc1ccc2nc(N3CCN(C)CC3)cc(C)c2c1	15.7	1.8	16.4	6.1	3.2	9.7	-0.7	3.7	0.3
Cc1cc(C)cc(NC(=S)N2CCC(N(C)CC3CCCO3)CC2)c1 (stereo unspecified)	-0.6	-0.4	-7.1	-5.1	-3.9	3.7	0.8	6.3	-0.1
CCOc1ccc(C(=O)N2CCN=C2SC)cc1OCC	-2.9	-0.8	3.7	4.5	0.4	3.4	3.3	1.8	0.2
Cc1ccc(NC(=O)C2(c3ccccc3)CCOCC2)cc1	-4.9	-0.5	1.3	-5.0	0.4	-4.8	0.3	-8.7	0.0
COc1ccc(S(=O)(=O)N(C)C)cc1NC(=O)CCCSc1ccccc1	-7.9	0.2	3.6	-2.0	0.2	3.5	0.5	11.2	0.0
COc1ccc(CN2CC(C(=O)NCCCN3CCCCC3)CC2=O)cc1 (stereo unspecified)	-3.6	4.3	-6.4	-4.4	-0.5	5.6	-7.0	6.9	0.0
Fc1cccc(CSc2ccc(-c3ccc4c(c3)OCO4)nn2)c1	-5.0	-0.6	1.9	0.9	-0.4	-8.5	0.0	1.1	-0.2
Cc1cccc(CC2S/C(=N/c3cccc(C)n3)NC2=O)c1 (stereo unspecified)	-6.0	-5.0	6.5	8.4	1.6	3.9	10.5	-1.5	0.0
COc1ccc(OC)c(S(=O)(=O)N2CCCC2C(=O)NC(C)c2ccccc2)c1 (stereo unspecified)	-0.4	3.0	-1.8	-2.2	0.4	5.0	1.1	-1.3	0.4
O=C(NNC(=O)C1CCN(C(=O)Nc2ccccc2)CC1)c1ccc([N+](=O)[O-])cc1	nt	nt	-1.3	-1.7	4.0	4.2	nt	2.4	0.0
COc1cc2c(cc1OC)CN(C(=O)CN1CCN(S(=O)(=O)c3ccccc3Br)CC1)CC2	-4.0	-1.5	-1.7	1.8	1.8	3.9	0.5	1.2	0.3
CCn1c(-c2cc(Br)ccc2O)n[nH]c1=S	5.6	1.8	0.0	-0.1	-2.9	-7.8	1.7	-2.0	0.2
COc1ccc(CCNC(=O)C2CC(=O)N(C3CCCCC3)C2)cc1OC (stereo unspecified)	-0.2	0.1	-1.0	1.4	2.8	-3.5	-16.4	0.7	0.0
Cc1nc(Cl)c(C(=O)NCc2ccccc2)c(C)c1Cl	-6.4	-3.5	3.0	-4.6	0.6	10.4	-6.6	-0.5	-0.2
CCOc1ccccc1NC(=O)CSc1ccccc1	3.2	-2.3	-15.8	-1.0	1.9	8.0	-1.5	-7.3	0.0
NC(=O)N/N=C/c1ccc(-n2nncc2-c2ccc(Cl)cc2)cc1	1.7	-2.0	4.4	9.0	3.8	-5.4	7.2	10.0	0.0
O=C(C[n+]1ccc(/C=N/O)cc1)NC(=O)Nc1ccccc1	nt	nt	-6.8	1.4	0.9	5.2	nt	-2.8	0.0
COc1ccc(NCc2nnc(SCC(=O)c3ccc(OC)cc3)n2C)cc1	2.0	-3.0	2.3	1.1	1.6	5.5	-0.8	-2.0	0.0
COc1ccc(OC)c(CNC(=O)c2cc(=O)[nH]c3ccc(S(=O)(=O)N4CCCC4)cc23)c1	3.7	0.5	11.0	-1.8	2.4	8.2	1.0	4.2	-0.1
CCCOc1ccc(C(O)C(CN2CCOCC2)c2ccccc2)cc1 (stereo unspecified)	0.4	-3.8	8.1	-3.5	-0.5	1.5	-3.8	-7.6	0.0
C=CCOC(=O)/C(=C\c1cccc2ccccc12)NC(=O)c1ccccc1	5.2	3.4	-14.2	-0.2	2.6	13.8	1.6	8.4	-0.1

Bioassay records (PubChem BioAssay)
